# High-throughput results from PubChem.
# PKM2 activator = qHTS Assay for Activators of Human Muscle isoform 2 Pyruvate Kinase; purified PKM2, Kinase-Glo ATP luminescence, activation; response scale: 0% is enzyme alone, no compound; actives 0.34% (n = 260,000); AID 1631, 2009; Potency, µM (titrated, usually from 57.5 µM), without a hit: at the highest dose activation, actives largely listed as activators; also: potency is read from the fitted curve at half-maximal effect; nearly all actives have a fitted effect of over 55% in size
#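 Purified hPK-M2 (>95%) run at intermediate activity with 0.1 mM ADP and 0.5 mM PEP in 50 mM imidazole pH 7.2, KCl, MgCl2; 1 h room temperature. ATP formed read by Kinase-Glo luminescence; normalized to uninhibited and no-enzyme controls.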
# uPA surface inh = qHTS for Inhibitors of Cell Surface uPA Generation | cell surface uPA generation assay, qHTS | Potency, µM (doses to about 38.3 µM), inactives show at the highest dose activity change, negative = inhibition, hits mostly inhibitors | actives 0.31% (n = 330,000); active = well fitted inhibition curve with a large enough effect; inconclusive = small, poorly fitted or top-dose-only effect; inactive = no such curve, though single readings can be large or run the other way; tested in mouse RAW 264.7 cells; also: potency is read from the fitted curve at half-maximal effect; nearly all actives have a fitted effect of over 55% in size
# Giardia kill = Small Molecules that selectively kill Giardia lamblia: qHTS | actives 0.15% (n = 340,000) | Giardia lamblia trophozoite viability | activity change, % at 7.66 µM, hits read low; in the data active = activity change below about -80%; inconclusive = between about -30% and that limit;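 also: parasites exposed to compound for two days anaerobically before the ATP read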
#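 Viability, read as ATP luminescence: trophozoites at 100 cells/well, compound added, 48 hrs anaerobic at 37 deg C, then 15-30 min room-temperature development before reading.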
# GALK inhibitor = qHTS Assay for Inhibitors of Human Galactokinase (GALK). Purified GALK, Kinase-Glo residual ATP luminescence. Potency, µM (highest dose often 57.5 µM), without a hit: at the highest dose activity change, negative = inhibition, usual class: inhibitors. actives 0.007% (n = 270,000). P51570; also: potency is read from the fitted curve at half-maximal effect
# Target sequence (P51570 whole entry, looked up): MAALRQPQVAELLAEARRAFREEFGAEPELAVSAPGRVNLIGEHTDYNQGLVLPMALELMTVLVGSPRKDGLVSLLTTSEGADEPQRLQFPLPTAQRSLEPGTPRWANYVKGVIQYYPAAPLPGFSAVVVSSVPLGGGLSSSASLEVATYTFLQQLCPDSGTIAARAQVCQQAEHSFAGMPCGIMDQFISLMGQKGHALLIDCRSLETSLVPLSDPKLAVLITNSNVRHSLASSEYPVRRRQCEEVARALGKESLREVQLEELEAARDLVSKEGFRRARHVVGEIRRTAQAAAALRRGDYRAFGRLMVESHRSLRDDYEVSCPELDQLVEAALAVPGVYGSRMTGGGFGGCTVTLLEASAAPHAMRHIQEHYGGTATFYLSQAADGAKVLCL
#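 Quantitative HTS: GALK 5 nM, ATP 35 uM, galactose 100 uM, 1 h room temperature, then luciferase-based ATP detection.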
# FBPA coupling cs = qHTS Assay for Inhibitors of Fructose-1,6-bisphosphate Aldolase from Giardia Lamblia: Coupling assay counterscreen. actives 0.67% (n = 290,000). activity change, negative = inhibition, % at 58.2 µM, hits read low. AID 2472, 2010. coupling enzyme system counterscreen, AmpLite Red fluorescence; in the data active = activity change below about -30%
#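 Fluorescence at 525 nm excitation and 598 nm emission measured inhibition of the coupled detection system without aldolase. Compounds (at 57.5 uM final) were preincubated 10 min at room temperature with coupling enzyme reagent before a 20 min substrate/AmpLite Red step.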
# Eya2 phos inh = qHTS Assay for Inhibitors of the Phosphatase Activity of Eya2. Protein phosphatase EYA2 (Homo sapiens), O00167. recombinant Eya2, OMFP fluorescence dephosphorylation (OMFP is methylfluorescein phosphate). Potency, µM (titrated, usually from 76.9 µM), for inactives: at the top dose activity, negative = inhibition, usual class: inhibitors. actives 0.006% (n = 330,000). AID 488837, 2010; also: potency is read from the fitted curve at half-maximal effect
# Target sequence (O00167 whole entry, looked up): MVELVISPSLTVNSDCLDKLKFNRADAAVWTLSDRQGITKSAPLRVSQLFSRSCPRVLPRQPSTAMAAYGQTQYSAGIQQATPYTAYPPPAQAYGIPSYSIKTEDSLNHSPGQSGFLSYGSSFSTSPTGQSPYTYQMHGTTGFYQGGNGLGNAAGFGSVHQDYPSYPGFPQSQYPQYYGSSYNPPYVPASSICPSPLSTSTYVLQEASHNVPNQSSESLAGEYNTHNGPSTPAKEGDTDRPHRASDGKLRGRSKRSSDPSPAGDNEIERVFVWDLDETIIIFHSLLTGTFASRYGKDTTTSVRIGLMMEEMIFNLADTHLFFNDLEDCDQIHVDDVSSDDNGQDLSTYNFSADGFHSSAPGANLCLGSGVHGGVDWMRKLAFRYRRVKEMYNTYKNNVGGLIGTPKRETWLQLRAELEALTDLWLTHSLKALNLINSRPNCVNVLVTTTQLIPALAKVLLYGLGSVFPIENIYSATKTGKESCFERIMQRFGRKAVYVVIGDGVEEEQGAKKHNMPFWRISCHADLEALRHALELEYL
#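 Eya2 (0.2 uM) preincubated 10 min at ambient with compound, then OMFP substrate added at 50 uM; 10 min reaction in 50 mM HEPES pH 7.5, 50 mM NaCl, 5 uM MgCl2, 0.05% BSA, 1 mM DTT. Fluorescence read at Ex 485/Em 525 nm.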
# Chronic BCR inh = qHTS Assay to Find Inhibitors of Chronic Active B-Cell Receptor Signaling. ABC-DLBCL IkBa-CBG/CBR reporter, luminescence ratio, 4 h. AID 493014, 2011. Potency, µM (series often up to 46.1 µM), without a hit: top-dose ratio change, negative = lower green/red ratio, usual class: inhibitors. actives 0.05% (n = 340,000); active = well fitted inhibition curve with a large enough effect in the signal ratio, with a control signal flat, not every such curve was filed as active; inconclusive = small, poorly fitted or top-dose-only effect, or effect the other way, or a change in a side signal; the % refers to the signal ratio;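 also: potency is read from the fitted curve at half-maximal effect; plate controls were basal doxycycline-induced cells for no effect and cells given 10 µM MG132 for full effect; MG132 reads +100%, hits lower the ratio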
#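 Doxycycline induced both beetle luciferases in TMD8 lymphoma cells; IKK-driven degradation limits the IkappaBalpha-fused green signal, while red luminescence normalises for cell number and nonspecific effects. Compounds tested up to 46 uM, 4 hrs.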
# KCNH2 3.1 block = qHTS for Inhibitors of KCHN2 3.1: Mutant qHTS; Potassium voltage-gated channel subfamily H member 2, brain isoform KCNH2 3.1 (human); U2OS KCNH2 3.1, thallium flux FluxOr; hits give low values; activity change, % (tested at about 1.8 µM); actives 0.95% (n = 340,000);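 active = maximum activity change below -70%; inconclusive = maximum activity change from -70% to -50%; inactive = maximum activity change above -50%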;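 also: thallium influx rate constant from kinetic fluorescence after stimulation buffer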
#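 Virally transduced U2OS (3.1 isoform, 4 h infection in dark at RT) → overnight 37 C → FluxOr + Red40 in HBSS/HEPES, 45 min → stimulation buffer, 2 min kinetic read → rate constant vs DMSO controls.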
# USP2a inh = qHTS Assay for Inhibitors of Ubiquitin-specific Protease USP2a Using CHOP2 as the Reporter; Potency, µM (series often up to 38.3 µM), inactives show at the highest dose activity change, negative = inhibition, usual class: inhibitors; actives 0.01% (n = 330,000); USP2 core, Ub-CHOP2 coupled fluorogenic reporter, 485/531;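 also: potency is read from the fitted curve at half-maximal effect; plate controls were DMSO wells for no effect and full inhibition by NEM control for full effect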
#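 USP2 core (10nM final) preincubated 30min RT with compound in 20mM Tris-HCl pH 8.0, 2mM CaCl2, 2mM beta-mercaptoethanol, 0.05% CHAPS; 25nM Ub-CHOP2 plus 25nM reporter substrate added, fluorescence (Ex485/Em531) read after 60min.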
# hERG WT inh = qHTS for Inhibitors of KCHN2 3.1: Wildtype qHTS; Voltage-gated inwardly rectifying potassium channel KCNH2 (Homo sapiens), Q12809; U2OS, BacMam KCNH2, thallium flux FluxOr; hits give low values; activity change, % at 1.84 µM; actives 0.37% (n = 340,000); AID 720551, 2013;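 active = maximum activity change below -70%; inconclusive = maximum activity change between -70% and -50%; inactive = maximum activity change above -50%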
#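 U2OS cells transduced with wild-type KCNH2 virus are loaded with FluxOr dye for 45 min, and thallium flux is measured in kinetic reads before and after stimulation buffer. Rate constants are normalized to DMSO controls.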
# B2AR arrestin = qHTS assay of beta-arrestin-biased ligands of beta2-adrenergic receptor. Potency, µM (top dose mostly 46.1 µM), inactives show top-dose activation, usual class: activators. beta-arrestin recruitment to beta2AR, cell-based reporter. Beta-2 adrenergic receptor (Homo sapiens), P07550. actives 0.02% (n = 330,000);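 also: potency is read from the fitted curve at half-maximal effect; 0% = DMSO controls and full agonism = EC100 isoproterenol or metaproterenol; nearly all actives have a fitted effect of over 65% in size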
# Starred values were filed as active, the others as inactive; ? = inconclusive; . = no result given; [ ] = another dose, or the depositor's remark. Unless noted, calls follow the shape of the dose curve; as a rule, active = well fitted curve in the direction sought with a large enough effect; inconclusive = small, poorly fitted or top-dose-only effect, or another doubt; inactive = no such curve, though single readings can be large; an effect the other way counts as inactive or inconclusive. Unless noted, % is scaled to controls: 0 for no effect and ±100 for the full control effect.
SMILES	PKM2 activator	uPA surface inh	Giardia kill	GALK inhibitor	FBPA coupling cs	Eya2 phos inh	Chronic BCR inh	KCNH2 3.1 block	USP2a inh	hERG WT inh	B2AR arrestin
O=C(CCC(=O)Nc1ccccc1Cl)NNC(=O)c1ccccc1[N+](=O)[O-]	0%	0%	-13	4%	2	-5%	9%	-16	4%	-5	-0.1%
c1ccc(CSc2nnnn2-c2cccc3ccccc23)nc1	11%	-1%	-24	0%	2	-2%	-4%	6	-4%	-1	0.1%
CCC(C)NC(=O)NCc1ccccc1F (stereo not given)	-1%	2%	-1	0%	-1	8%	1%	-6	1%	-2	-0.1%
COc1ccc(/C=C/C(=O)NCC(c2ccc(F)cc2)N2CCOCC2)cc1OC (stereo not given)	6%	-3%	0	-1%	2	2%	-8%	16	10%	3	0.5%
O=C(CCOc1ccccc1)Nc1ccnn1C1CCN(Cc2ccc(CO)o2)CC1	-3%	2%	-4	7%	.	-4%	-3%	.	-7%	4	-0.5%
c1ccc(-n2cc(CN3CCCC3)c(-c3ccc4c(c3)OCO4)n2)cc1	-13%	-4%	-5	4%	1	-7%	-19%	-9	-4%	-2	0.0%
CC(C)NC(=O)c1cccc(NC(=O)CC2SC(N3CCCCC3)=NC2=O)c1 (stereo not given)	.	12%	0	.	.	30%	-5%	-2	-1%	10	-0.2%
Cc1cccc(C)c1NC(=O)CSc1nnc(NC(=O)CN2CCOCC2)s1	-1%	-2%	4	2%	2	10%	-12%	10	0%	11	0.1%
COc1cccc(CN2CC(C(=O)NCCN3CCOC3=O)CCC2=O)c1 (stereo not given)	.	2%	?	-1%	2	-7%	4%	8	-1%	-7	0.0%
CC(=N/O)/C(C)=N\NC(=O)c1ccccn1	-21%	-8%	0	10%	-1	-3%	?	32	3%	0	-0.2%
Cc1ccc(C(=O)COC(=O)CCc2ccc(S(=O)(=O)N3CCCCC3)cc2)cc1	-2%	-1%	-23	0%	-3	12%	-9%	-1	-2%	4	-0.3%
CCOC(=O)C1(Cc2ccccc2C(F)(F)F)CCN(C2CCCC2)CC1	-6%	2%	4	1%	3	-6%	6%	-5	-5%	29	0.3%
Cn1cc(/C=C(\C(=O)O)C(C(=O)O)=C2CCCCC2)c2ccccc21	-3%	-2%	-5	1%	0	-2%	-1%	2	8%	4	0.1%
O=C(N/N=C/c1ccccc1O)C(=O)Nc1ccccn1	-4%	?	-24	1%	1	4%	?	-11	11%	.	-0.6%
CSc1ccc(CNCCN2CCOCC2)cc1	-1%	-3%	8	1%	3	-11%	?	0	0%	5	0.2%
COCCNc1ccc(-c2nn(C)c(=O)c3ccccc23)cc1[N+](=O)[O-]	-3%	3%	-15	-2%	3	10%	4%	16	0%	-23	-0.4%
Cc1ccc(C2=NN(C(=O)CSc3nnnn3C)C(c3ccco3)C2)cc1 (stereo not given)	.	?	5	.	.	-8%	2%	12	-1%	-9	0.1%
COc1cccc(N2C(=O)C(c3ccccc3)=C(c3nc4ccccc4s3)C2NC(C)=O)c1 (stereo not given)	13%	2%	11	0%	0	-4%	?	0	0%	0	-0.2%
Cc1ccccc1OCc1csc(N)n1	0%	-10%	-4	10%	-16	5%	?	-2	-1%	12	0.0%
COc1ccc([N+](=O)[O-])cc1NC(=O)CSCc1ccccc1	-4%	-10%	-20	-3%	0	-2%	14%	5	0%	-10	-0.3%
CCCNC(=S)N1CCC(NC(=O)C23CC4CC(CC(C4)C2)C3)CC1	1%	0%	-15	-3%	-1	0%	-3%	6	10%	2	-0.3%
COC(CNC(=O)Cn1ncc2ccsc2c1=O)OC	-1%	-5%	-1	-1%	3	-22%	22%	3	5%	-10	0.0%
COc1ccc(-c2nnc(SCCC(=O)O)n2C)cc1OC	-18%	2%	20	1%	-3	21%	6%	-8	0%	1	-0.4%
O=C(Nc1ccc2c(c1)N(Cc1ccccc1)C(=O)c1ccccc1S2)NC1CC1	2%	3%	11	-2%	2	7%	?	-9	0%	-2	1.0%
CC(=O)Nc1cccc(NC(=O)COc2ccc3c(c2)OCO3)c1	-10%	-3%	-7	14%	-2	-13%	?	12	0%	-2	-0.1%
CCCC(C)C(=O)N(Cc1ccccc1)c1ccccn1 (stereo not given)	6%	-4%	3	0%	1	-1%	?	-5	-3%	-7	-0.4%
O=C(CN1CCC(C(=O)c2ccc3c(c2)OCCO3)CC1)NC1CCCC1	-6%	.	13	2%	-1	7%	-9%	-5	1%	5	-0.3%
CCOC(=O)C1=C(C)N(C)C(=O)C1CC(=O)O (stereo not given)	1%	-3%	-9	3%	0	2%	6%	-7	-6%	-20	0.1%
CN(C)c1ccc(/C=N/NC(=O)c2ccc(-n3cnnn3)cc2)cc1	.	-10%	?	.	.	12%	-3%	-7	-1%	10	-0.1%
CCOc1cc(C2NN=C(c3ccc(C)cc3)S2)ccc1O (stereo not given)	3%	-3%	-13	0%	0	0%	-8%	2	1%	15	-0.9%
O=C(NCCO)C(=O)Nc1cc2c3c(c1)CCC(=O)N3CCC2	.	16%	-14	2%	0	10%	-14%	-12	1%	-3	0.1%
COc1ccc(C)cc1NC(=O)C(c1ccccc1)N1CCN(CC(=O)N2CCCC2)CC1 (stereo not given)	.	-8%	12	.	.	-31%	4%	-44	1%	-14	0.2%
CC(CCc1ccccc1)NC(=O)CCC(=O)N1CCC(C(N)=O)CC1 (stereo not given)	8%[11.5 µM]	2%	11	10%	2	4%	1%	-4	2%	-7	-0.7%
CCOC(=O)c1cnn(-c2ccccc2)c1-n1cccc1C(=O)C(=O)Nc1ccccc1C(F)(F)F	1%	4%	19	2%	0	-20%	1%	-5	4%	-3	-0.7%
CNC(=O)OC(C)CNS(=O)(=O)c1ccc(C)cc1 (stereo not given)	-3%	7%	-6	0%	3	18%	1%	2	-2%	11	-0.9%
CC(=O)Nc1ccc2c(c1)C(=O)c1ccccc1C2=O	25%	-12%	-27	-1%	-7	-4%	14%	11	-2%	-3	-1.4%
COCCNC(=O)/C(C#N)=C/c1cccc(NC(=O)c2ccccc2Cl)c1	-5%	-9%	-4	1%	2	3%	?	2	5%	21	0.0%
CC[n+]1c(/C=C/c2ccc(OC)c(OC)c2)ccc2ccccc21	-5%	-21%	8	4%	4	14%	?	-1	1%	1	0.1%
CC(=O)Oc1ccc(C(=O)O)c(OC(C)=O)c1	0%	-3%	-12	-5%	1	-18%	0%	8	1%	-26	0.4%
NC(=O)c1nn(CC(=O)Nc2cccc(S(=O)(=O)N3CCCC3)c2)c(=O)c2ccccc12	.	-8%	15	.	.	-14%	-6%	23	1%	4	-2.3%
CC(C)(C)c1ccc(OCCC(=O)OCC(=O)Nc2ccc(N3CCOCC3)cc2)cc1	.	1%	9	.	.	-13%	1%	29	2%	1	-0.3%
O=C(CN1CCN(Cc2ccccc2)CC1)N/N=C\C=C/c1ccco1	0%	-9%	3	2%	-1	-3%	-2%	-29	-1%	64	0.5%
COc1ccc(OC)c(C(=O)COC(=O)c2ccccc2O)c1	-7%	-2%	20	0%	-2	-2%	?	-21	3%	-2	-0.4%
Cc1nc(NN)nc(NCc2ccccc2)n1	1%	-20%	1	-4%	0	1%	-5%	2	2%	2	0.2%
O=C(COC(=O)c1cc(S(=O)(=O)N2CCCCC2)ccc1N1CCOCC1)c1ccc(Cl)cc1	.	-6%	-10	.	.	-22%	-1%	?	-2%	7	0.1%
O=C(CSc1nc2ccccc2o1)NC(=O)NCc1ccco1	-13%	5%	-11	1%	0	0%	-5%	?	1%	-2	-0.4%

# A different layout for part of the listing above.
# Values in the order – PKM2 activator	uPA surface inh	Giardia kill	GALK inhibitor	FBPA coupling cs	Eya2 phos inh	Chronic BCR inh	KCNH2 3.1 block	USP2a inh	hERG WT inh	B2AR arrestin
CC(=O)Nc1ccc2c(c1)C(=O)c1ccccc1C2=O
  25%	-12%	-27	-1%	-7	-4%	14%	11	-2%	-3	-1.4%
COCCNC(=O)/C(C#N)=C/c1cccc(NC(=O)c2ccccc2Cl)c1
  -5%	-9%	-4	1%	2	3%	?	2	5%	21	0.0%
